Compound activity: PubChem BioAssay, several laboratories
eLon inh – E. coli protease La inhibition. inhibition, % at 7.94 µM. 360,000 tested, 0.42% active. P0A9M0. purified E. coli Lon protease, fluorescence polarization; in the data active = inhibition above about 13%, passing the limit was not always enough;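 note: 0% = enzyme with probe and DMSO and 100% = no enzyme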
FAS TE block – FAS thioesterase (human) inhibition; recombinant FAS-TE, OMFH fluorogenic substrate, fluorescence endpoint; inhibition, % at 15 µM; P49327; 360,000 tested, 0.67% active;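 active = compounds whose normalised, plate-corrected inhibition of enzyme fluorescence in the single-dose primary screen is 50% or more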;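 note: 0% = DMSO with enzyme and 100% = substrate without enzyme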
MsrA inhibitor – inhibits bovine methionine sulfoxide reductase A; AID 651718; purified bovine MsrA, absorbance read-out; inhibition, % at 15.5 µM; 360,000 tested, 0.75% active; in the data active = inhibition above about 4.5%;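 note: 0% = vehicle wells with enzyme and 100% = reference inhibitor wells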
MLLE-PAM2 inh – blocks PAM2 peptide binding to the PABP1 MLLE domain; P11940; 360,000 tested, 0.36% active; GST-MLLE / FITC-PAM2 fluorescence polarization; inhibition, % at 20 µM; in the data active = inhibition above about 35%, passing the limit was not always enough;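 note: plate controls were DMSO wells with GST-MLLE for no effect and wells lacking GST-MLLE protein for full effect; some results filed as inactive read as strong as hits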
Target sequence (P11940 whole entry, looked up, the tested form may be a part): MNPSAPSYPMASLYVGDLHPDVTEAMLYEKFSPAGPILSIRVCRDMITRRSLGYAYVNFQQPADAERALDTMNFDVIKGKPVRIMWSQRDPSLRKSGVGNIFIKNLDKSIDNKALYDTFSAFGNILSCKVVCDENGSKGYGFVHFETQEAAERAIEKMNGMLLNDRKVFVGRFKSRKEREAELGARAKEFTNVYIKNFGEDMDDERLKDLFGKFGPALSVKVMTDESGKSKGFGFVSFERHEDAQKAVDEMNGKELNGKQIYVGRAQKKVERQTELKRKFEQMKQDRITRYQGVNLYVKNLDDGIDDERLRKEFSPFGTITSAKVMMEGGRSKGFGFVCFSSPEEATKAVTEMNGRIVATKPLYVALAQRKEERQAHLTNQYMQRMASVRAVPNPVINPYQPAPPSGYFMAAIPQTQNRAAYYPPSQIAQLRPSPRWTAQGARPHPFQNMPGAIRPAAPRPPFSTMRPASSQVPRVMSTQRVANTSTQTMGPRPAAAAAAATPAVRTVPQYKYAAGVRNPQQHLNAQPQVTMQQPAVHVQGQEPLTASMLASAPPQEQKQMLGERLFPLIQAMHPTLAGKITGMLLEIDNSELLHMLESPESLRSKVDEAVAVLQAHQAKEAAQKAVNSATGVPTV
MT1-MMP act inh – MT1-MMP (human) activation inhibition; P50281; HT1080 RFP-PRO-GFP cells, GFP/RFP ratio fluorescence, overnight; percent of plate control window, DMSO zero; GFP/RFP ratio change, % at 20 µM; 360,000 tested, 0.061% active; AID 651647;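 active = GFP/RFP ratio change of at least 30% with cell ATP level not reduced by more than half and red fluorescence within 50% of control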; note: strong numbers were not always called active
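system = RFP-PRO-GFP reporter HT1080 cells | dosing = 20 µM single dose, 1% DMSO | timing = overnight cell settling, then overnight compound exposure, 37 °C, 5% CO2 | read-out basis = GFP/RFP fluorescence ratio | controls = DMSO and RFP-L50D-GFP cell wells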
bovine MsrA act – activators of bovine methionine sulfoxide reductase A; 360,000 tested, 0.3% active; activation, % at 10.6 µM; purified bovine MsrA, absorbance read-out; in the data active = activation above about 7.5%;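 note: 0% = vehicle and 100% = reference activator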
CendR NRP1 mod – alters CendR peptide binding to human NRP-1. FAM-RPARPAR peptide binding to NRP-1, fluorescence polarization. inhibition, % at 25 µM. 360,000 tested, 0.85% active. AID 602438;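 active = inhibition or corrected inhibition above about 18%, plus a signal ratio from 0.5 to 1.5, limit read from the data, passing the limit was not always enough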; note: strong numbers were not always called active
TbMetRS inhib – Trypanosoma brucei MetRS inhibition; purified T. brucei MetRS, ATP depletion, Kinase-Glo luminescence; inhibition, % at 11.9 µM; 360,000 tested, 0.4% active;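 active = inhibition above a per-plate cutoff of the control wells' mean inhibition plus 3 SD, cut at about 5.5% in these data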;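 note: 0% = DMSO wells median and 100% = median of wells with control inhibitor compound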
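Dosing: 11.9 µM compound single dose, 0.9% DMSO; Assay system: purified T. brucei MetRS enzyme; Measured by: Kinase-Glo luciferase luminescence reporting remaining unconsumed ATP; Schedule: 15 min plus 2 h at 25 °C.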
SKN-1 inh – C. elegans SKN-1 inhibition. C. elegans VP596 Pgst-4::GFP/RFP ratio, acrylamide-induced, 24 h. inhibition, % at 21.8 µM. 360,000 tested, 0.49% active;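 active = interference check ratio from 0.5 to 1.5 plus GFP to RFP signal ratio inhibition reaching or exceeding a fixed threshold, cut at about 30% in these data, passing the limit was not always enough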; note: some compounds called inactive have numbers as strong as hits
* hit, by the source's call; · = not tested or not shown. Hits appear at their usual frequency. Share with any hit: about 4%.

Below each SMILES – eLon inh	FAS TE block	MsrA inhibitor	MLLE-PAM2 inh	MT1-MMP act inh	bovine MsrA act	CendR NRP1 mod	TbMetRS inhib	SKN-1 inh
- COc1ccc(C(C)=O)cc1CSc1ccc(S(=O)(=O)N2CCOCC2)cn1
 : -13	20	0.7	31	-1	-2	-1	-0.2	11
- N#Cc1nc(Cc2cccc3ccccc23)oc1NCCN1CCOCC1
 : -2	1	0.8	1	-2	-3	4	0.2	-2
- COc1ccc(OC)c(S(=O)(=O)NNC(=S)Nc2ccc3c(c2)OCO3)c1
 : -20	-5	-0.4	29	-2	-11	1	-0.1	-11
- N#CCCN(CCC#N)c1nnc(-c2ccccc2)s1
 : -7	-5	0.8	-3	7	0	1	-0.5	0
- COc1ccc(OCC(=O)N2CCN(S(=O)(=O)c3ccc(Cl)cc3)CC2)cc1
 : -4	0	1.7	3	3	-4	8	-0.3	8
- CC(C)[C@H](NC(=O)OC(C)(C)C)C(=O)N1CCC(C(=O)N[C@@H](C)C(=O)Nc2ccc(F)cc2)CC1
 : 19*	-4	-0.3	0	3	-9	-7	-1.8	6
- COc1ccc(NC(=O)C2Cc3c(-c4ccc(Cl)cc4)ccnc3O2)cc1 (centres undefined)
 : -8	22	-0.4	6	3	-3	-3	0.2	10
- CN(CCCn1ccc(N)nc1=O)Cc1ccco1
 : -7	-5	-0.9	-16	1	-2	-2	-1.1	7
- CCOC(=O)C1CCN(C(=O)c2ccc(CNS(=O)(=O)c3ccc(OC)cc3)cc2)CC1
 : 1	3	0.8	-4	1	-4	18	0.0	-8
- CCSc1nc(C)cc(C)c1S(=O)(=O)c1ccccc1C
 : -6	10	-0.6	14	-2	-1	-1	-1.2	2

(further entries)
Below each SMILES – eLon inh	FAS TE block	MsrA inhibitor	MLLE-PAM2 inh	MT1-MMP act inh	bovine MsrA act	CendR NRP1 mod	TbMetRS inhib	SKN-1 inh
- O=C(NC(Cc1ccccc1)C(=O)O)/C(=C/c1cccc([N+](=O)[O-])c1)NC(=O)c1ccco1 (centres undefined)
 : 3	9	-1.5	12	0	0	4	0.6	18
- C/C(=C\c1ccccc1)CN1CCN(C)CC1
 : -7	-5	1.2	8	0	-4	0	-0.7	-10
- COc1ccc(N(CC(=O)Nc2ccccc2Cl)S(=O)(=O)c2ccc(C)cc2)cc1OC
 : -4	28	1.6	8	-3	1	10	-0.2	14
- Cc1ccc(-c2ccc(=O)n(Cc3cc(C)ccc3C)n2)cc1
 : 10	17	0.0	0	4	-5	0	-1.4	-19
- CN(C)CCNC(=O)c1cccc2c(-c3ccc(F)c(F)c3)coc12
 : -4	-1	1.6	-8	4	-1	-1	-0.2	9
- CCCn1cc(C(CC(=O)O)C(=O)O)c2ccccc21 (centres undefined)
 : 4	-5	-0.9	-4	-6	-3	0	-0.3	-18
- C[C@H]1COC(=O)[C@@H](CC(=O)OC(C)(C)C)C/C=C\C[C@H](CC(=O)NCCO)C(=O)N1
 : -9	-5	-1.2	-7	3	-3	-6	-0.3	3
- Cc1cc2nnc(SCC(=O)N3CCCCC3)n2c(N)n1
 : -10	-11	-0.5	-4	0	2	-27	-0.1	-5
- O=C(O)c1cc(-c2ccc(/C=N/N3C(=O)C4C5C=CC(C6CC56)C4C3=O)o2)ccc1Cl (centres undefined)
 : -2	-1	5.4*	24	-6	-4	-10	-0.1	-1
- O=C(CSc1ncn[nH]1)c1ccccc1
 : -1	-7	-1.2	34	-2	2	16	0.2	16

Other entries:
Below each SMILES – eLon inh	FAS TE block	MsrA inhibitor	MLLE-PAM2 inh	MT1-MMP act inh	bovine MsrA act	CendR NRP1 mod	TbMetRS inhib	SKN-1 inh
- O=C(NCC(=O)N1CCc2ccccc2C1)c1ccccc1Cl
 : 3	-3	-0.6	18	1	-4	-1	-1.0	-16
- O=C(COC(=O)CCC(=O)c1ccc(F)cc1)Nc1ccc2[nH]c(=O)[nH]c2c1
 : -11	-3	1.0	-15	5	-10	-1	-0.5	8
- CC(Oc1ccc(Br)cc1)c1nc2c3ccccc3nc(=S)n2[nH]1 (centres undefined)
 : 4	46	1.4	-21	-1	1	5	-0.5	3
- O=C1[C@H]2CC3CCC2(O3)[C@@H]2OCCCN12 (some centres undefined)
 : 3	-10	-0.4	6	0	-4	11	-0.3	-2
- Cc1ccccc1-n1c(-c2cccnc2)n[nH]c1=S
 : -10	-9	·	-15	-6	3	-7	-0.1	5
- CC1/C(=C\c2ccc(Cl)cc2)C(=O)C2CC1C2(C)C (centres undefined)
 : -3	16	0.6	-3	6	-2	-4	0.2	12
- COc1ccc(C(=O)NCC2CCCO2)cc1 (centres undefined)
 : 9	-10	-0.6	-2	-2	-7	4	-1.1	1
- O=C(CCCN1C(=O)S/C(=C/C=C/c2ccccc2)C1=O)Nc1ccc(C(=O)O)cc1
 : 6	42	1.1	2	-4	-4	-84	0.0	22
- Cc1cc(/C=N/n2cnnc2)c(C)n1-c1cccc(Cl)c1
 : 3	-25	1.5	-12	-1	-3	-12	-1.0	3
- COc1ccccc1NC(=O)CC(=O)c1cccc([N+](=O)[O-])c1
 : 14	10	-0.8	14	-1	6	2	-0.8	1

Further compounds.
Below each SMILES – eLon inh	FAS TE block	MsrA inhibitor	MLLE-PAM2 inh	MT1-MMP act inh	bovine MsrA act	CendR NRP1 mod	TbMetRS inhib	SKN-1 inh
- Cc1[nH]nc2c1C(C1CC=CCC1)C(C#N)=C(N)O2 (centres undefined)
 : -10	-3	-1.3	-6	-2	-4	4	0.6	-7
- COc1ccc(C(=O)OC(C)CN2CCN(C)CC2)cc1OC (centres undefined)
 : -4	-6	0.2	-3	-1	-5	0	-2.2	6
- C=CCN1C(=O)CSc2ccc(C(=O)NCc3cccs3)cc21
 : -4	-2	1.5	-8	0	-3	-3	0.2	7
- Cc1cc(NC(c2cccnc2)c2c(C)[nH]c3ccccc23)no1 (centres undefined)
 : 2	-6	0.2	2	2	0	1	-0.1	10
- CC(C)OC(=O)CC(=O)CSc1nc2c(cc1C#N)CCC2
 : 1	-2	-0.1	2	-7	-3	-3	-0.7	-13
- COc1cccc2c1C(=O)O/C2=C/c1ccc2c(c1)OCO2
 : 0	1	0.5	13	3	-8	-12	-2.0	14
- O=C(O)c1cccc(Nc2ccc([N+](=O)[O-])c3nonc23)c1
 : -11	-3	3.2	-49	9	-3	-42	0.3	30
- Cc1onc(C(=O)NN)c1-c1csc(COc2ccc(Cl)cc2)n1
 : 1	-2	·	16	4	-3	-1	0.6	-1
- Cc1ccc(OCc2cc(C(=O)NCCc3cccnc3)no2)cc1C
 : -5	-7	0.0	-3	1	1	-3	-0.2	1
- Cn1cnc2c(NCc3ccco3)ncnc21
 : 1	-2	0.9	-3	9	-1	0	0.1	11

Next compounds follow:
Below each SMILES – eLon inh	FAS TE block	MsrA inhibitor	MLLE-PAM2 inh	MT1-MMP act inh	bovine MsrA act	CendR NRP1 mod	TbMetRS inhib	SKN-1 inh
- CCCC(=O)N=c1sc2c(OC)ccc(OC)c2n1C
 : 8	-2	0.5	0	6	-7	10	-1.1	-3
- CCNC(=S)NNC(=O)c1c(Cl)c(C)nn1C
 : 9	-7	0.5	-22	-3	-3	-5	0.3	-8
- COc1cc(/C=C/c2nc3ccccc3c(=O)[nH]2)ccc1O
 : -72	-6	7.0*	-16	-6	-3	-7	-0.1	7
- Cc1ccccc1N(C(=O)c1csnn1)C(C(=O)NC1CCCCC1)c1ccncc1 (centres undefined)
 : -3	0	0.1	11	0	-12	7	-0.8	4
- CCOc1cc(C2c3c(oc4ccccc4c3=O)C(=O)N2c2nccs2)ccc1O (centres undefined)
 : 1	4	0.1	-3	-6	-2	-22	0.2	10
- COc1ccccc1-c1nnc(NC(=O)CCS(=O)(=O)c2ccc(F)cc2)o1
 : -1	-5	1.4	-5	-5	-4	-9	-0.2	-2
- CCOC(=O)N1CCN(c2cc(N3CCOCC3)c(F)cc2[N+](=O)[O-])CC1
 : 2	1	1.0	7	-1	-2	-4	-0.2	-1
- COc1cccc(OC)c1C(=O)Nc1cccc(-c2nc3ccccc3[nH]2)c1
 : 9	4	1.7	-11	-4	3	10	3.9	6
- CC(C)Oc1ccc(C(=O)Nc2ccc(N(C)C)cc2)cc1
 : 5	-2	0.0	-12	0	0	3	-0.5	15
- O=C(Nc1ccc(OC(F)(F)F)cc1)C1CCCCN1S(=O)(=O)c1ccccc1 (centres undefined)
 : 1	20	0.8	7	-9	-1	-6	-0.2	0

Continuation.
Below each SMILES – eLon inh	FAS TE block	MsrA inhibitor	MLLE-PAM2 inh	MT1-MMP act inh	bovine MsrA act	CendR NRP1 mod	TbMetRS inhib	SKN-1 inh
- Cc1cccc(-n2c(N)cc(=O)[nH]c2=S)c1C
 : -9	-5	1.3	20	15	-2	-3	-1.8	10
- Cn1c2c(c(=O)n(C)c1=O)CN(CCc1ccccc1)CN2
 : -1	-4	0.4	3	-2	-1	-2	-0.4	6
- CC(=O)c1ccc(OCC(=O)OCC(=O)NCc2ccco2)cc1
 : 5	-10	-1.1	-4	4	-2	-2	-0.1	-11
- COc1ccc(NC(=O)Cn2c(CCC(=O)O)ccc2-c2ccccc2)cc1
 : -15	-2	-0.1	-17	1	-2	7	0.3	27
- CN1CCc2c(sc(NC(=O)C3CCCN3S(=O)(=O)c3ccc(Cl)s3)c2C(N)=O)C1 (centres undefined)
 : -8	-12	2.2	19	4	-4	8	-0.2	10
- COc1cc(OC)cc(C(=O)NC(=S)N2CCCCC2c2cccnc2)c1 (centres undefined)
 : -10	2	-0.6	-22	3	1	-2	-0.3	4
- COc1cc(/C=C/C(=O)N2CCC=CC2=O)cc(OC)c1OC
 : 0	-2	4.4	-6	0	-11	-1	-1.2	-15
- O=C(NCC1CC1)c1ccc2c(c1)S(=O)(=O)c1cc(Cl)ccc1C2=O
 : 4	10	0.5	-1	1	-3	4	0.1	24
- Cc1ccc(N2C(N)=C(C#N)C(c3cc(CN4CCOCC4)cs3)C3=C2CC(C)(C)CC3=O)cc1 (centres undefined)
 : -3	-4	-1.0	5	4	-1	8	0.0	12
